# GALR2 blocker: blocks the human galanin receptor 2. GALR2-expressing cells, antagonist mode. inhibition, % at 4 µM. 140,000 tested, 0.39% active. AID 828; in the data active means inhibition above about 27%;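 further: cells stimulated with galanin 1-16 at roughly its EC80; 0% = agonist challenge control and 100% = basal control without agonist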
# Target sequence (O43603 whole entry, looked up): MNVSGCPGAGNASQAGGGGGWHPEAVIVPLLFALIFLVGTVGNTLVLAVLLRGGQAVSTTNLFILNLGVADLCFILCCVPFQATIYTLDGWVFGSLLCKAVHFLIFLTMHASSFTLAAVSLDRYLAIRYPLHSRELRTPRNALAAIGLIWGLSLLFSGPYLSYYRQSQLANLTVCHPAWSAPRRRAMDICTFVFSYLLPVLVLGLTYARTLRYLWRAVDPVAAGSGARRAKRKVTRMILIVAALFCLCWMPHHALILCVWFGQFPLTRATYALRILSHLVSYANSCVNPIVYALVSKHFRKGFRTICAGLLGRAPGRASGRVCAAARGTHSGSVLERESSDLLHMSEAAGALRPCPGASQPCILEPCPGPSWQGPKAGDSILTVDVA
# Phagocytosis inh: macrophage phagocytosis inhibition; inhibition, % at 5 µM; AID 1029; J774A.1 macrophage IgG-bead phagocytosis, imaging; 110,000 tested, 0.07% active;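 active means inhibition above the mean of the plate negative controls plus 5 SD, cut at about 13% in these data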;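 further: phagocytic index as fraction of beads internalized from green versus red external bead signal; plate controls were DMSO negative control for no effect and cytochalasin-D positive control for full effect; some results beyond the cut were filed as inactive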
# Yeast life ext: extends the lifespan of yeast | S. cerevisiae growth with nicotinamide, OD615; deaD strain in restrictive glucose medium | inhibition of the nicotinamide effect, % at 10 µM | 130,000 tested, 0.68% active;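 active means inhibition above a set limit, placed 3 SD over the median of all compounds, cut at about 26% in these data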;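 further: 0% = nicotinamide-treated wells and 100% = cells grown without nicotinamide; some compounds called inactive have numbers as strong as hits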
#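 assay system = DeaD-strain S. cerevisiae | measured by = absorbance at 615 nm | probe or stimulus = nicotinamide 1.5 mM | buffer or medium = CSMM-D glucose medium, restrictive | times = 48 h at 30 °C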
# HCT116 PTEN-null: growth suppressors of cells with PTEN tumor suppressor deletion; HCT116 PTEN-null viability, CellTiter-Glo, 60 h; active compounds read low; viability, % at 10 µM; 140,000 tested, 1.2% active; AID 827;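 active means viability at or below a set limit, 4 SD under the median of all tested compounds, cut at about 3.7% in these data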;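 further: PTEN knockout HCT116 line with beta catenin targeted HCT116 as companion control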
# BB579 growth dn: yeast BB579 growth reduction in restrictive medium; S. cerevisiae BB579 growth, OD615, 48 h; inhibition, % at 10 µM; 140,000 tested, 0.51% active; AID 804;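 active means inhibition above a set limit, 3 SD over the mean compound inhibition, cut at about 44% in these data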; further: inactives centre near -24
#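 Test system: S. cerevisiae DeaD strain BB579 yeast; Medium: restrictive CSMM-D medium; Compound: one dose, 10 µM compound with 0.25% DMSO; Incubation: 4 h cell preincubation, 48 h compound exposure, 30 °C humidified; Signal: OD at 615 nm; Benchmarks: amphotericin B at 10 µg/mL as positive control.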
# bCat KO growth: beta-catenin-lacking colon tumor cell growth suppression; HCT116 beta-catenin knockout viability, CellTiter-Glo, 60 h; active compounds read low; viability, % at 10 µM; 140,000 tested, 1.5% active;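 active means viability at or under a set limit, the compound median less 4 SD, cut at about 6% in these data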;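 further: 0% = Hyamine 1622 control at 20 µM and 100% = untreated cell control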
# MRP-1 activ: activators of MRP-1 | H69AR cells + doxorubicin, viability rescue, CellTiter-Glo | viability increase, % at 10 µM | 140,000 tested, 0.61% active | AID 799;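 active means viability gain under doxorubicin at or above a set limit, the compound median plus 3 SD, cut at about 4.7% in these data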;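 further: MRP-1 overexpressing cells given doxorubicin 25 µM after compound pretreatment; 18-22 h compound pretreatment then 72 h with doxorubicin before readout; 0% = doxorubicin-only wells and 100% = vehicle-treated cells without doxorubicin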
# NPY Y2 blocker: antagonists of human neuropeptide Y receptor Y2 | 140,000 tested, 0.99% active | NPY-Y2 expressing cells, antagonist mode | inhibition, % at 2.7 µM | AID 793; in the data active means inhibition above about 17%;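 further: 0% = vehicle with agonist challenge and 100% = reference antagonist with challenge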
# Target sequence (P49146 whole entry, looked up): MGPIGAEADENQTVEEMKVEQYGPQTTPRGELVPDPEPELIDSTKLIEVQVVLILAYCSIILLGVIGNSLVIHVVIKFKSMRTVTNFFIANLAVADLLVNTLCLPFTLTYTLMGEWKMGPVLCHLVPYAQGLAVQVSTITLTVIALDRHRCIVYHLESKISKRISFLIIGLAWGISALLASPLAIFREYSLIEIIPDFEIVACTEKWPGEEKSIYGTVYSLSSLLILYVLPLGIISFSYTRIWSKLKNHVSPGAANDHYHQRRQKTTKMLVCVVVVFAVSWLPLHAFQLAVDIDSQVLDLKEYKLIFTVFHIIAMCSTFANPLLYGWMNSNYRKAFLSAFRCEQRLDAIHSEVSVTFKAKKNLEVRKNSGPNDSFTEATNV
# E-sel TNF inh: blocks E-selectin expression induced by TNF alpha. HUVEC TNFa-induced E-selectin immunofluorescence, high content. 120,000 tested, 0.71% active. inhibition, % at 2 µM;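 active means inhibition above the batch mean plus 3 SD, and confirmed as a hit on visual image review, cut at about 43% in these data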;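 further: 0% = TNF-stimulated DMSO wells and 100% = unstimulated control wells; not every result past the cut was called active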
# Measles CPE: protection of cells from measles virus; Measles virus-infected cells, CPE protection, absorbance; AID 841; protection (pct of control), % at 4 µM; 140,000 tested, 1.5% active; in the data active means protection mostly above about 24%, no sharp cut-off; inactive means mostly below about 26%; further: some compounds called inactive have numbers as strong as hits
# Active calls of the source: *; . = not tested or not shown.
SMILES,GALR2 blocker,Phagocytosis inh,Yeast life ext,HCT116 PTEN-null,BB579 growth dn,bCat KO growth,MRP-1 activ,NPY Y2 blocker,E-sel TNF inh,Measles CPE
CCOCC(=O)Nc1ccc(-c2cn3cccnc3n2)cc1,-3,2,-12,84,-13,87,-1.6,1,.,24
O=C(CCn1c(=O)sc2ccccc21)NCc1ccco1,2,.,.,100,-9,86,-1.8,-1,5,8
COc1ccccc1C1NC(=O)NC(C)=C1C(=O)OC1CCCCC1 (configuration not stated),4,.,7,112,-49,97,-1.5,1,-37,3
CS(=O)(=O)N(CCc1ccccc1)CC(N)=O,-6,-1,-14,93,-29,97,-0.5,0,4,10
COc1ccc(N(CC(=O)NCc2cccs2)S(=O)(=O)c2cccnc2)cc1,0,1,-8,95,9,105,-1.1,1,.,5
CC(=O)Nc1ccc(C(=O)OC2CCOC2=O)cc1 (configuration not stated),-8,0,-6,115,-56,104,0.8,-2,54,7
COc1ccc(CN2C(=O)CN=C2Nc2cc(C)ccc2C)cc1,-11,-1,-21,91,6,98,-3.6,4,7,25
CCCCOC(=O)Cn1c(=O)c2c(nc3n2CCCCN3c2ccc(C)cc2)n(C)c1=O,-3,-1,-6,99,-59,87,0.0,-2,-13,15
C#CCN(C#N)c1nc(NCC)nc(NC(C)C)n1,-1,1,-13,96,2,90,-3.1,-2,-13,27
Brc1ccccc1-c1nnc(CSc2nncn2-c2ccccc2)o1,8,1,-2,99,-78,91,-1.7,2,17,8

# Next part; the last 2 above are carried over.
SMILES,GALR2 blocker,Phagocytosis inh,Yeast life ext,HCT116 PTEN-null,BB579 growth dn,bCat KO growth,MRP-1 activ,NPY Y2 blocker,E-sel TNF inh,Measles CPE
C#CCN(C#N)c1nc(NCC)nc(NC(C)C)n1,-1,1,-13,96,2,90,-3.1,-2,-13,27
Brc1ccccc1-c1nnc(CSc2nncn2-c2ccccc2)o1,8,1,-2,99,-78,91,-1.7,2,17,8
CC1CCc2sc3ncnc(N4CCOCC4)c3c2C1 (configuration not stated),-5,0,-13,108,-38,93,-1.9,2,-7,2
CC(C)OC(=O)CSc1nnc(-c2ccccc2)n1N,-6,-1,-3,105,-3,93,-0.5,2,5,0
O=C(O)CCN1CCc2ccccc21,7,-1,-11,83,-1,101,-0.9,6,18,3
CC(C)c1nnc(NC(=O)Cn2nc(-c3ccc4c(c3)OCCO4)ccc2=O)s1,-1,0,-2,102,-30,104,-3.6,1,-13,4
CC(C)[C@H](NS(=O)(=O)c1ccc2c(c1)OCCO2)C(=O)OCC(=O)Nc1ccccc1Cl,-1,-9,1,92,-5,96,-2.5,2,29,37
Cc1ccc(C)c(NC(=O)c2ccc(S(=O)(=O)C(F)F)cc2)c1,9,-4,0,91,-20,87,1.6,1,.,6
COc1ccc(NC(=O)C(C)NS(=O)(=O)c2ccccc2)cc1Cl (configuration not stated),-4,-1,-4,113,-46,98,0.9,2,-2,7
COC(=O)C1=C(C)N(c2cccc3ccccc23)C(=O)C1,9,-1,-25,61,-44,61,-4.3,-2,-39,18
O=S(=O)(Nc1ccc2c(c1)nc1n2CCOC1)c1ccc(Cl)cc1,5,0,0,83,-24,82,-0.5,0,.,8
Cc1ccc(O)c(C(=O)c2cc(C#N)c(=O)n(CC3CCCO3)c2)c1 (configuration not stated),-4,3,-3,92,-38,94,-2.0,-2,-21,5
CC(C)NC(=O)C1CC=CCC1C(=O)O (configuration not stated),6,-3,1,95,-14,94,-2.1,11,.,13
COc1ccc(OCCn2nnc(-c3ccc(Cl)cc3)n2)cc1,-2,0,5,99,-24,96,2.0,10,5,10
Cc1ccc(S(=O)(=O)c2nc(S(C)(=O)=O)sc2N(C)C)cc1,3,-2,-10,97,-65,100,-1.2,4,24,8
O=C(COC(=O)c1ccccc1NC(=O)c1ccco1)NC1CCCCC1,1,4,-4,92,-27,96,-0.9,-1,-10,6
CN(C)c1nc(SCCOC(=O)c2ccccc2)nc(N(C)C)n1,3,.,-22,78,-6,89,0.1,3,-10,5
S=c1[nH]nc(-c2ccccc2)n1CC1CCCO1 (configuration not stated),1,2,1,97,4,101,-1.2,0,-11,4
CCCc1cc2c(=O)n(NC(=O)c3nn(C)cc3[N+](=O)[O-])c(C)nc2s1,5,-5,-1,109,-1,93,-1.5,4,.,20
COC(=O)c1cc(OC)c(OC)cc1NC(=O)C(C)c1ccc([N+](=O)[O-])cc1 (configuration not stated),11,-9,-3,82,-25,94,-2.5,5,.,3
O=C(Nc1ccccc1C(=O)N/N=C/c1ccco1)c1ccccc1,-2,1,-2,91,-1,97,-2.1,1,.,13
O=C(c1ccco1)N1CCN(C(=O)c2cc3c(s2)-c2ccccc2OC3)CC1,-4,0,-7,103,10,100,-2.9,5,.,10
COc1ccc(S(=O)(=O)Nc2cc(C)ccn2)cc1,-9,.,-10,102,0,105,-0.1,1,2,12
Cc1cccc(N2CCN(C(=O)Cn3c(=O)[nH]c4ccsc4c3=O)CC2C)c1 (configuration not stated),-7,0,-12,98,-65,97,-1.1,2,-31,20
COC(=O)CSc1nnc(CNC(=O)c2ccco2)n1-c1ccc(F)cc1,10,0,-12,89,-1,88,-2.8,0,-1,2
O=C(CSc1nnnn1-c1ccc2c(c1)OCCO2)c1cccc2c1OCCO2,-8,0,-16,99,-32,98,-0.7,3,-17,6
CC(=O)c1c(C)[nH]c(C(=O)OCc2nnc(-c3ccccc3)o2)c1C,2,0,2,95,-65,95,-0.5,-1,-11,7
CCN(CC)CCCNc1nc2ccccc2[nH]1,-3,-2,6,85,-31,84,-2.4,1,3,28
CCCCCNC(=O)CCc1ccccc1,14,.,.,99,-9,89,0.1,-2,-10,53*
COc1cc(OC)cc(-c2cc3nc(C)c(CCC(=O)Nc4nc(C)cs4)c(C)n3n2)c1,2,.,3,66,-16,75,-1.6,-2,-31,2
CCOC(=O)c1ccc(NC(=O)c2nccnc2C(=O)O)cc1,-11,1,-2,103,25,103,1.0,5,.,1
COc1ccc(C=O)cc1COc1ccc(Cl)cc1[N+](=O)[O-],-4,.,-4,85,-31,82,-3.0,5,-19,4
NC(=O)Cn1c(=O)n(CCCC(=O)NC2CCN(Cc3ccccc3)CC2)c(=O)c2ccccc21,-1,0,-3,102,-36,94,-0.6,-2,1,6
CCn1nnnc1SCC(=O)Nc1ccc(OC)cc1,-4,.,.,95,-8,98,-2.6,6,8,13
NC(=O)C[C@@H]1NC(=O)c2cc([N+](=O)[O-])cc(F)c2NCCCC[C@@H](C(N)=O)NC(=O)[C@H](CO)NC1=O,-1,.,1,97,-9,106,-0.9,3,-6,6
COCCOC(=O)c1[nH]c2c(c1C)C(=O)CC(c1ccccc1)C2 (configuration not stated),-3,.,-8,20,-17,17,-1.2,-2,14,5
O=C(CC12CC3CC(CC(C3)C1)C2)Nc1cccc2ncccc12,-8,0,-7,68,-71,65,-0.6,10,.,11
CCOC(=O)CSc1nnc(Cc2ccccc2)n1-c1cccc(Cl)c1,9,-3,1,105,-79,97,0.2,1,-4,4
O=C1CCC(=O)N1CNc1ccc(Oc2ccccc2)cc1,12,0,-4,96,3,80,-4.3,0,-2,6
CCOC(=O)Nc1ccc(Oc2ccccc2)cc1,-1,-1,-11,98,5,95,-0.3,0,-6,16
CCOC(=O)c1c(NC(=O)CSC(=S)N2CCOCC2)sc(C)c1C,-10,-4,2,94,-13,89,-4.6,1,.,34
CCCC(=O)N1CCN(c2ccc(NC(=O)c3ccc(OCC)c([N+](=O)[O-])c3)cc2)CC1,0,.,11,98,-65,97,-0.6,5,46,26
Cc1cccc2c1nc(-c1ccccc1)n1cnnc21,-4,.,-11,106,-15,101,-3.4,6,-19,7
COc1ccc(/C=N\NC(=O)C2=NNC(=O)C2C)cc1 (configuration not stated),2,.,-16,90,-2,94,-3.3,-3,-4,4
CCc1cc2ccc(C)cc2nc1SCC(=O)c1ccc(NC(C)=O)cc1,1,.,-13,92,-24,82,-3.3,0,-7,25
OCC1OC(n2nc3ccccc3n2)C(O)C(O)C1O (configuration not stated),12,-1,-14,99,9,98,-2.0,8,15,4
COc1ccc(/C=N/OC(=O)Nc2ccccc2)cc1[N+](=O)[O-],13,-4,-5,95,-52,100,0.4,5,10,3
Cc1cc(-n2c(C)cc(C(=O)COc3ccc4ccc(=O)oc4c3)c2C)no1,9,.,-13,65,-38,63,-0.1,5,25,13
O=C(Nc1ccc(-c2nc3ccccc3o2)cc1)c1ccc(N2C(=O)C3C4C=CC(C4)C3C2=O)cc1 (configuration not stated),-12,.,-7,80,-90,79,0.7,-1,.,2
COc1ccc(-n2nnc3c(SCC(=O)c4ccccc4)ncnc32)cc1,0,1,-11,74,-7,65,-2.7,0,.,2
O=c1c(-c2nc3ccccc3s2)cccn1Cc1ccccc1,-12,.,-13,95,-56,91,0.5,-2,14,4
O=C(Nc1cccc(Cl)c1)Nc1ccccc1NS(=O)(=O)c1cccs1,4,.,-2,65,-44,71,-2.3,-3,.,10

# Continuation.
SMILES,GALR2 blocker,Phagocytosis inh,Yeast life ext,HCT116 PTEN-null,BB579 growth dn,bCat KO growth,MRP-1 activ,NPY Y2 blocker,E-sel TNF inh,Measles CPE
CCCN1C(=O)/C(=C\C=C2/C=CN(CC)c3ccccc32)SC1=S,4,-5,6,66,-16,60,-1.8,-7,.,.
CCN(C(=O)CSc1nnc(Nc2ccccc2C)s1)C1CCS(=O)(=O)C1 (configuration not stated),5,-12,-2,87,-10,83,0.4,2,.,21
O=C(Nc1ccc2nc3n(c(=O)c2c1)CCCC3)c1cccc([N+](=O)[O-])c1,5,4,3,95,-22,83,0.4,-2,.,9
CCCC1(C(=O)OCC)NC(c2ccc(OC)cc2OC)C2C(=O)N(c3ccccc3)C(=O)C21 (configuration not stated),10,.,.,89,-18,85,-2.1,4,4,5
Cc1ccccc1OCC(=O)NNC(=O)C1CCCCC1C(=O)O (configuration not stated),-4,-1,-1,91,7,95,-0.8,0,1,6
Cc1ccc(CN2C(=O)C3CCCN3c3ccc(C#N)cc32)cc1 (configuration not stated),-7,2,-1,94,-40,93,-2.3,3,.,2
O=c1nc(N2CCCC2)nc(Nc2ccccc2)[nH]1,-1,4,-14,96,-53,91,-0.8,3,6,5
CCOC(=O)C1=C(C)NC2=C(C(=O)C(C(=O)OCC)C(c3ccccc3OC)C2)C1c1ccccn1 (configuration not stated),-2,-2,-21,71,-23,70,-2.0,1,1,4
O=[N+]([O-])c1ccc(NC(=S)NCCc2ccccc2)cc1,16,-4,-9,4,1,6,-4.6,1,0,1
O=c1cnn(-c2ccc(Cl)cc2Cl)c(-c2ccccc2)c1,-7,-2,4,33,-66,47,-0.1,-2,-2,1
CCC(=O)Nn1cnc2c(c1=O)C1(CCCCC1)Cc1ccccc1-2,-18,.,-12,97,-37,94,-3.1,1,-9,14
CC(C)(C)C(=O)Nc1nc(=S)ss1,-11,-1,10,102,-46,86,1.3,0,.,13
Cc1noc(C)c1S(=O)(=O)N1CCC(C(=O)NC2CCCc3ccccc32)CC1 (configuration not stated),-10,.,-16,93,-41,93,-2.6,-1,-1,8

# From PubChem BioAssay
